Kir21 block: blocks the mouse Kir2.1 inward-rectifier potassium channel; P35561; HEK293-Kir2.1, FluxOR thallium flux fluorescence; stronger effect = lower value; B-score at 10 µM; 0.85% of 310,000 active;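 active means fluorescence ratio B-score at or below minus 3 SD of library scores, with starting-brightness B-score within 2 SD, cut at about -4.2 in these data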;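 further: channel flux triggered by added potassium and thallium sulfate stimulus; B-score of peak minus minimum fluorescence over baseline after thallium stimulus; more negative B-score means stronger Kir2.1 block with less thallium influx; some compounds called inactive have numbers as strong as hits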
KCNQ2 block: KCNQ2 potassium channel inhibitors, primary screen, cell-based, CHO-K1, FluxOR thallium flux, B-score (AID 2156). O88943. 20 min; stronger effect = lower value. B-score at 10 µM. 1.1% of 310,000 active;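 active means fluorescence ratio B-score at most minus 3 library SDs, with starting brightness B-score within 2 library SDs, cut at about -5.5 in these data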
Target sequence (O88943 whole entry, looked up): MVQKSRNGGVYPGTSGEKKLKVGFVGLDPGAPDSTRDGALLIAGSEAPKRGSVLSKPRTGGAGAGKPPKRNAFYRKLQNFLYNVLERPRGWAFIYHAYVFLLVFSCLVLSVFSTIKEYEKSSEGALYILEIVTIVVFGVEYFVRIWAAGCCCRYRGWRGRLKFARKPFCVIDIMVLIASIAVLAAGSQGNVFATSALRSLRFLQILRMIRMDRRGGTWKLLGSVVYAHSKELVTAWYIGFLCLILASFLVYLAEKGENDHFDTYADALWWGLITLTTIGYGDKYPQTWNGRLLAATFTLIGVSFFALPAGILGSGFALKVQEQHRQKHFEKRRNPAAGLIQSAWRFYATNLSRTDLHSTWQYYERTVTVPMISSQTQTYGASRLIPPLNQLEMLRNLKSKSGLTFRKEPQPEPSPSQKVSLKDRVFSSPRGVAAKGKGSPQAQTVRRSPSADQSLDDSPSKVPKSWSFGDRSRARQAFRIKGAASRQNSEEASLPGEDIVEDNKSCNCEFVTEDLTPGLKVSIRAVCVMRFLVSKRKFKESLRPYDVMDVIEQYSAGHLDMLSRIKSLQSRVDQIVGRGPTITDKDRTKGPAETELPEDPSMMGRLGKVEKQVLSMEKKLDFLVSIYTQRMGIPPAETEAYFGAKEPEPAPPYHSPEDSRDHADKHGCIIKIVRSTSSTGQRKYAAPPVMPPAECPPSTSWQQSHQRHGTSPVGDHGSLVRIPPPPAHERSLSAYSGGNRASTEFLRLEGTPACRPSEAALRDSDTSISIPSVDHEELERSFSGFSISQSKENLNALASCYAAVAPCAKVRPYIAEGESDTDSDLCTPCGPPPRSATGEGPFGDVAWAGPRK
An asterisk follows results filed as active; i = inactive.

SMILES	Kir21 block	KCNQ2 block
COc1ccccc1C(=O)Nc1nnn(C)n1	0.49	i
Cc1nc(SC2CCOC2=O)c2c(C)c(C)sc2n1 (stereo unspecified)	-0.03	i
CC(C)C(=O)N(Cc1ccc2c(c1)OCO2)Cc1ccccn1	1.3	i
CCNC(=S)NNc1nc(N2CCOCC2)nc(N2CCOCC2)n1	-0.09	i
Cc1snc(S(=O)(=O)Cc2ccccc2Cl)c1C#N	0.66	i
Cc1ccc(NC(=S)N2CCN(Cc3ccccc3)CC2)c(C)c1	-1.5	i
O=C(Nc1cccnc1)C1CCC(CNS(=O)(=O)c2cccc3nsnc23)CC1 (stereo unspecified)	0.11	i
Cc1ccc(/C=N/NC(=O)Cc2c[nH]c3ccccc23)c(C)c1	-0.01	i
CC(C)CNC(=O)C1CCCN1S(=O)(=O)c1ccc(Cl)cc1 (stereo unspecified)	0.05	i
CCCCCC(=O)Nc1ccc(C(=O)COC(=O)CN2C(=O)NC3(CCCC3)C2=O)cc1	-2.3	i
CC(C)C[C@H](NC(=O)[C@H](Cc1ccccc1)n1c(=O)[nH]c2ccccc2c1=O)C(=O)N1CCC[C@H]1C(=O)O	-0.59	i
Cc1cc(N)n2nc(C)c(-c3ccccc3)c2n1	-2	i

Laid out differently: results already given.
CCCCCC(=O)Nc1ccc(C(=O)COC(=O)CN2C(=O)NC3(CCCC3)C2=O)cc1
  Kir21 block: -2.3
  KCNQ2 block: i
CC(C)C[C@H](NC(=O)[C@H](Cc1ccccc1)n1c(=O)[nH]c2ccccc2c1=O)C(=O)N1CCC[C@H]1C(=O)O
  Kir21 block: -0.59
  KCNQ2 block: i

Going on with the list.
SMILES	Kir21 block	KCNQ2 block
COc1ccc(C(=O)N2CC3(CC(c4cccc(NC(=O)COc5ccc(Cl)cc5)c4)=NO3)C[C@@H]2C(N)=O)cc1 (stereo partly specified)	-0.44	i
COc1ccc(NC(=O)c2cccnc2N2CCCCC2)cc1	-1.3	i
Cc1ccc(C=Nc2cccnc2N)cc1	1.9	i
Cc1n(N)c2ccccc2[n+]1CC(=O)c1ccccc1	-0.08	i
Cc1ccc(NC(=O)NNS(=O)(=O)c2ccc(Br)cc2)cc1	0.76	i
CCCOc1ccc(-c2nc(OC)c3ccccc3n2)cc1	0.93	i
O=C(Nc1ccc(C(F)(F)F)cc1)C1CCCN1S(=O)(=O)c1cccc2cccnc12 (stereo unspecified)	-1.8	i
CN(C)c1ccc(-n2cccc2/C=C2/SC(=Nc3ccc(F)cc3)NC2=O)cc1	0.32	i
CCCc1[nH]c(=O)c(C#N)c2c1COC(C)(C)C2	-0.71	i
COc1ccc(N2C(=O)[C@@H]3Cc4ccccc4CN3C2=O)cc1	-0.21	i
CCOC(=O)CNC(=O)CSc1nc2nc(C)c(Br)cc2[nH]1	-1.6	i
CCOC(=O)Cn1nnnc1CN(Cc1cccs1)Cc1cc2cc(C)cc(C)c2[nH]c1=O	1.7	i
COc1ccc(N2CCN(CCNC(=O)CCNS(=O)(=O)c3cccs3)CC2)cc1	0.21	i
COc1cccc(NC(=O)C2CCC(CNC(=O)[C@@H]3Cc4ccccc4CN3)CC2)c1 (stereo partly specified)	0.59	i
CCC(=O)Nc1nc2c(OC)ccc(OC)c2s1	0.35	i
Cn1nnnc1SCC(=O)Nc1cccc([N+](=O)[O-])c1	0.09	i
CCOc1ccc(N2C(=O)CC(Cc3ccc(Br)cc3)C2=O)cc1 (stereo unspecified)	-1.8	i
Cc1ccccc1OCC(=O)Nc1ccc2c(c1)ncn2C	-0.81	i
COc1ccc(CNC(=S)Nc2cccc(OC)c2)cc1	0.68	i
Cc1ccccc1C(=O)N1CCN(c2ccc(NC(=O)c3cccs3)cc2)CC1	0.06	i
O=C(Nc1ccnn1C1CCN(C/C=C/c2ccccc2)CC1)c1cccc(F)c1	-0.91	i
CC1=NN(c2ccccc2)C(=O)/C1=C/C=C/C=C/N(C)C	0.45	i
O=C(Nc1cccnc1)Nc1ccc(Br)cc1Cl	1.5	i
Cc1c(NC(=S)NC(NC(=O)C(C)(C)C)C(Cl)(Cl)Cl)c(=O)n(-c2ccccc2)n1C (stereo unspecified)	1.2	i
CCN1N=C(c2ccccc2)Cn2c1nc1ccccc12	0.2	i
Cc1cc(C)cc(NC(=O)CSCc2nc3c(nnn3Cc3ccc(F)cc3)c(=O)[nH]2)c1	-0.08	i
O=C(Nc1ccccc1)NC1CCN(Cc2ccccc2)CC1	0	i
C=CCN1c2ccccc2[C@]23C[C@@H](C(=O)OC)N(C(C)=O)C2=NC(C(=O)OC)=C(C(=O)OC)[C@H]13	1.6	i
CC(C)c1ccc(OCC(=O)N2CCc3ccccc3C2)cc1	2.4	i
COc1ccc(CCNC(=O)C(=O)NCC2OCCN2S(=O)(=O)c2ccc(OC)cc2)cc1 (stereo unspecified)	-0.21	i
Cn1c(=O)cc(NCCc2ccccc2)[nH]c1=O	0.06	i
Cc1ccc(OCC(=O)NNC(=O)CCC(=O)Nc2ccc(C)cc2C)cc1	1.1	i
CCC(C)N(C(=O)COC(=O)Cc1n[nH]c(=O)c2ccccc12)C1CCS(=O)(=O)C1 (stereo unspecified)	2.4	i
Fc1ccc(NC(=S)Nc2ccc(Cl)cc2Cl)cc1	-1.1	i
CCN(CC)CCn1c2c(c(SCC(=O)Nc3ccc4c(c3)OCO4)nc1=O)CCC2	2.5	i
COc1ccc(Cl)cc1C(=O)O/N=C(\N)c1ccccn1	0.31	i
O=C(Nc1ccc(Cl)cc1)Nc1nnc(SCc2ccccc2)s1	0.26	i
COc1ccc(C(=O)CN2C(=O)NC3(CCCCCC3)C2=O)cc1	0.98	i
Cc1ccc(CC(=O)Nc2ccc(S(=O)(=O)Nc3ncccn3)cc2)cc1	0.08	i
O=C1OC(c2ccc(Cl)cc2)=C/C1=C/c1cccnc1	0.1	i
C=C(C)Cn1c(SCC(=O)N/N=C/c2ccccc2OCC(=O)O)nnc1-c1ccc(Br)cc1	-0.08	i
COc1ccc(NC(=O)CN2C(=O)/C(=C3\SC(=S)N(CCC(=O)O)C3=O)c3ccccc32)cc1	-0.09	i
Cc1c(Cl)c(C(=O)NC2C3CC4CC(C3)CC2C4)nn1C (stereo unspecified)	0.69	i
Cc1cccc(N(Cc2ccccc2)C(=O)c2cc(S(=O)(=O)N3CCOCC3)ccc2F)c1	0.01	i
CCCCOC(=O)c1ccc(NC(=O)C(=O)NCc2ccncc2)cc1	-0.24	i
CCOC(=O)c1cc2c(N)c(C(=O)c3cc(C#N)c(SC)nc3C)sc2nc1C	0.05	i
COc1ccc(CCNC(=O)COc2ccc(S(=O)(=O)NC(C)C)cc2Cl)cc1OC	-0.38	i
N#CCSc1nnc(-c2c[nH]c3ccccc23)o1	0.64	i

Given in markdown: part of the list above.
| compound | Kir21 block | KCNQ2 block |
| --- | --- | --- |
| O=C(Nc1ccc(Cl)cc1)Nc1nnc(SCc2ccccc2)s1 | 0.26 | i |
| COc1ccc(CCNC(=O)COc2ccc(S(=O)(=O)NC(C)C)cc2Cl)cc1OC | -0.38 | i |
| Cc1c(Cl)c(C(=O)NC2C3CC4CC(C3)CC2C4)nn1C (stereo unspecified) | 0.69 | i |
| Cc1ccc(CC(=O)Nc2ccc(S(=O)(=O)Nc3ncccn3)cc2)cc1 | 0.08 | i |
| N#CCSc1nnc(-c2c[nH]c3ccccc23)o1 | 0.64 | i |

Further compounds:
SMILES	Kir21 block	KCNQ2 block
CCOc1cc(S(=O)(=O)N2CCN(Cc3ccccc3)CC2)ccc1Br	0.15	i
CCOC(=O)C1=C(O)C(=O)N(c2ccc(S(N)(=O)=O)cc2)C1c1ccc(Cl)cc1 (stereo unspecified)	-1.8	i
O=S(=O)(Nc1cccc(-c2nc3cccnc3s2)c1)c1ccc2c(c1)CCCC2	0.82	i
COc1ccc(N2CC(C(=O)NNC(=O)c3ccc(Br)cc3)CC2=O)c(OC)c1 (stereo unspecified)	-0.81	i
CCC(=O)Nc1cccc(NC(=O)CSc2nnc(C(C)C)n2CC)c1	0.27	i
O=C(NCc1ccccc1)C(c1ccc(F)cc1)N(Cc1cccs1)C(=O)c1cnccn1 (stereo unspecified)	-0.41	i
COc1ccccc1CNC(=O)c1ccncc1	0.53	i
Cc1ccc(C(=O)NCCN2CCCC2)cc1	-0.42	i
COc1ccc(C(=O)Nc2cc3c(cc2C#N)OCO3)cc1S(=O)(=O)NCc1ccco1	-0.77	i
COC(=O)Nc1ccc(Oc2ccccc2)cc1	1.1	i
CCN1c2ccccc2S(=O)(=O)c2ccccc21	-1.8	i
COCC1CCCN(C(=O)c2ccc3nc(Cc4cccc(Cl)c4)oc3c2)C1 (stereo unspecified)	-0.99	i

Exported with each value named: part of the list above.
CCOc1cc(S(=O)(=O)N2CCN(Cc3ccccc3)CC2)ccc1Br
  Kir21 block: 0.15
  KCNQ2 block: i

CCOC(=O)C1=C(O)C(=O)N(c2ccc(S(N)(=O)=O)cc2)C1c1ccc(Cl)cc1 (stereo unspecified)
  Kir21 block: -1.8
  KCNQ2 block: i

O=S(=O)(Nc1cccc(-c2nc3cccnc3s2)c1)c1ccc2c(c1)CCCC2
  Kir21 block: 0.82
  KCNQ2 block: i

COc1ccc(N2CC(C(=O)NNC(=O)c3ccc(Br)cc3)CC2=O)c(OC)c1 (stereo unspecified)
  Kir21 block: -0.81
  KCNQ2 block: i

(listing goes on)
SMILES	Kir21 block	KCNQ2 block
O=C1COc2ccccc2N1Cc1ccc(Cl)cc1	-0.67	i
Cc1ccc(S(=O)(=O)CCC(=O)Nc2ccc3c(c2)OCO3)cc1	-1.2	i
COC(=O)c1ccc2c(c1)NC1=C(C(=O)CC(C)(C)C1)C(c1ccncc1)N2 (stereo unspecified)	-0.28	i
O=C(O)C1C2C=CC(C2)C1C(=O)Nc1ccc(C(=O)N2CCCCC2)c(Cl)c1 (stereo unspecified)	-0.62	i
COc1cc(Cl)c(C)cc1NC(=O)CSc1nc2ccccc2o1	0.01	i
COc1ccc(-c2cc(C(F)F)nc(-n3nc(C)cc3C)n2)cc1	-0.38	i
COCCNC(=O)COC(=O)c1nsc(Cl)c1Cl	-0.18	i
COC(=O)c1nc(NNC(=O)c2ccccc2)sc1-c1ccccc1	-0.05	i
COc1ccc(S(=O)(=O)N(CC(=O)NCc2ccco2)C2CCCCC2)cc1OC	-2.5	i
Cc1cc(C(=O)NCCCn2ccnc2)cs1	0.5	i
O=C1CSc2ccccc2N1Cc1ccccc1F	0.39	i
O=C(CN1CCC(C(O)(c2ccccc2)c2ccccc2)CC1)Nc1ccccc1	-4.8*	i
CC(C)c1nc2n[nH]c(N)c2c2c1CSC(C)(C)C2	-0.36	i
CCCOP(=O)(OCCC)C1(Nc2ccc(C)cc2)CCCCC1	2	i
Cc1ccc(/C=C/C(=O)O)cc1S(=O)(=O)NCc1cccnc1	0.81	i
O=C(O)CCc1ccc(-c2cccs2)n1Cc1ccco1	-1.4	i
COc1ccc(NS(=O)(=O)c2ccc3c(c2)CCCN3C(C)=O)cc1	-0.48	i
Fc1ccc(C(c2nnnn2Cc2cccs2)N2CCN(c3ccccc3)CC2)cc1 (stereo unspecified)	0.57	i
CC(OC(=O)C(C)N1C(=O)C2C3C=CC(C4CC34)C2C1=O)C(=O)c1ccccc1 (stereo unspecified)	-0.62	i
COc1ccccc1CNC(=O)c1n[nH]c2ccccc12	1.3	i
CCOc1cc(NC(=O)c2ccco2)c(OCC)cc1NC(=O)COc1ccccc1C	0.59	i
COc1cccc(/C=N/NC(=S)NCc2ccco2)c1OC	0.67	i
COc1ccccc1-c1cc(C(=O)N/N=C/C=C/c2ccccc2[N+](=O)[O-])c2ccccc2n1	0.13	i
CCN(CC(=O)NCc1ccc(F)cc1)C(=O)/C=C/c1ccco1	0.06	i
COc1ccc(C2/C(=C(/O)c3ccccc3)C(=O)C(=O)N2CCN2CCOCC2)c(OC)c1 (stereo unspecified)	-0.56	i
CC(NC(=O)CC1CCCCC1)c1ccccc1 (stereo unspecified)	-0.1	i
CC(NC(=O)COc1ncnc2cc([N+](=O)[O-])ccc12)c1ccccc1 (stereo unspecified)	-1.2	i
CCc1nc(SCC(=O)NNC(=O)C(C)C)c2ccccc2n1	-1.5	i
C=C(C)C(=O)Nc1cccnc1Oc1ccc(F)cc1	0.03	i
CCN1CCN(Cc2ccc(NC(=O)c3ccc(C)c(NC(=O)c4cc(-c5ccc(Br)cc5)n[nH]4)c3)cc2C(F)(F)F)CC1	0.7	i
Cc1ccc(CSc2nc3ccccc3c(=O)[nH]2)cc1	-1.9	i
CC(=O)Nc1ncc(Cc2ccc(Cl)cc2Cl)s1	-0.03	i
COc1cc2c(cc1NC(=O)CN1CCN(S(=O)(=O)c3ccccc3F)CC1)oc1ccccc12	2.3	i
Cn1c(-c2ccc([N+](=O)[O-])cc2)nc2ccccc21	1.6	i
O=C(CSc1nnc(-c2ccc(O)cc2)o1)N1CCOCC1	-0.04	i
C[C@@H](C(=O)NCCc1ccc(F)cc1)N1C(=O)N2CCc3c([nH]c4ccccc34)[C@@]2(C)C1=O	0.64	-6.3*
Cc1ccc(C)c(C(=O)C(C)OC(=O)CN2C(=O)NC3(CC(C)CC(C)(C)C3)C2=O)c1 (stereo unspecified)	-0.2	i
CC(=O)N1c2ccc(S(=O)(=O)N3CCCC3)cc2CC1C(=O)NCc1cccc(F)c1 (stereo unspecified)	0.35	i
CC(=O)Oc1ccccc1C(=O)N(C1CCCCC1)C1CCCCC1	-0.32	i
Cc1ccc(-c2cc(-c3ccco3)c3c(N)c(C(=O)NN)oc3n2)cc1	-1.2	i
CSC1=C(C#N)C(CC(C)C)C(C(C)=O)=C(C)N1 (stereo unspecified)	-6.5*	i
CCOc1ccc(NC(=S)NC(=O)c2cccnc2)c([N+](=O)[O-])c1	-1.5	i
COc1ccc(OCCn2c(NC(=O)c3ccco3)nc3ccccc32)cc1	1.1	i
CCOc1ccccc1Nc1nc(N)nc(CSc2nncn2C)n1	-0.04	i
CCOC(=O)[C@@H]1[C@H]2COc3ccc(Br)cc3[C@H]2N2C(=O)N(c3cccc(F)c3)C(=O)[C@]12C	-1.2	i
CCOC(=O)C1CCCN(CCC(=O)Nc2ccc(Br)cc2)C1 (stereo unspecified)	0.59	i

Screening data: PubChem BioAssay, Johns Hopkins Ion Channel Center
